PolyA inhibitor = polyadenylation inhibitors in yeast reporter cells, primary screen, luminescence, S. cerevisiae; S. cerevisiae SKY197-pL101 polyadenylation reporter, beta-gal luminescence; efflux-impaired pdr1/pdr3 knockout yeast; score 100 = 6 SD above DMSO; calls only at 12 µM; 300,000 compounds, 0.02% hits; AID 1875, 2009;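 active means lowest replicate activity score at least 50, where 100 means six control SD above control mean; inconclusive means lowest score under 50 but half or more replicates reach 50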;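 further: yeast exposed to compound for 9 h at 30 °C; higher score means more reporter readthrough which indicates perturbed polyadenylation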
KCNK3 inh = human KCNK3 channel inhibitors, primary screen, CHO cells, FluxOR thallium flux, B-score; Potassium channel subfamily K member 3 (Homo sapiens), O14649; FluxOR fluorescence; stronger effect = lower value; B-score at 10 µM; 340,000 compounds, 0.84% hits; AID 602410, 2012;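 active means B-score under library mean minus 4 SD, starting fluorescence ratio at most library mean plus 5 SD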;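 further: more negative B-score means stronger inhibition of thallium flux through KCNK3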
hERG protect = hERG rescue from dofetilide block, primary screen, cell-based, CHO-hERG, FluxOR thallium flux, dofetilide IC70. Voltage-gated inwardly rectifying potassium channel KCNH2 (Homo sapiens), Q12809. dofetilide IC70 present. activation (rescue from dofetilide block), less the hit threshold, % at 10 µM. 310,000 compounds, 0.51% hits. AID 1511, 2009;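 active means activation above the mean of controls blocked by dofetilide plus 5 SD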;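 further: thallium influx through hERG after potassium depolarization seen as dye fluorescence rise; in these data hits start at about 4.7%; inactives centre near -7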
KCNK9 inh = KCNK9 potassium channel inhibitors, primary screen, HEK293 cells, thallium flux. Potassium channel subfamily K member 9 (Homo sapiens), Q9NPC2. FluxOR thallium flux fluorescence; stronger effect = lower value. B-score at 10 µM. 310,000 compounds, 1.2% hits. AID 488922, 2010;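 active means ratio B-score over 3 SD below the library mean, with starting fluorescence within 5 SD of its mean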;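 further: negative B-score means less thallium flux so channel inhibition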
GSK3beta inhib = human GSK3beta kinase inhibitors, primary screen, biochemical, cell-free homogeneous, HTS; activity score (negative = inhibition), % at 10 µM; Glycogen synthase kinase-3 beta (Homo sapiens), P49841; GST-GSK3beta kinase, ADP-Glo luminescence, 60 min; stronger effect = lower value; 300,000 compounds, 0.038% hits;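 active means more than half of replicate wells score below -50%, meaning over 50% inhibition versus plate controls; inconclusive means some replicates but at most half score below -50%; inactive means no replicate scores below -50%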;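 further: 0% = median DMSO wells and -100% = median GW8510 positive control wells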
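Assay system: GST-fused GSK3beta enzyme, cell-free / Medium: Tris pH 7.5 buffer with MgCl2, DTT, BSA, heparin / Also added: peptide substrate plus 25 µM ATP (final) / Compound: 10 µM single point / Timing: kinase reaction with compound 60 min at room temperature / Detection: ADP-Glo luminescence / Benchmarks: DMSO neutral wells and GW8510 at 20 µM as positive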
KCNQ1 block = inhibitors of human KCNQ1 channel, primary screen, cell-based, thallium flux, high-throughput. 310,000 compounds, 1.3% hits. B-score at 10 µM. CHO-K1 KCNQ1, FluxOR thallium flux fluorescence; stronger effect = higher value. Potassium voltage-gated channel subfamily KQT member 1 (Homo sapiens), P51787. AID 2642, 2010;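 active means compounds whose thallium flux B-score, printed positive for inhibition, exceeds three library SD while starting fluorescence stays within three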;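 further: channel opened by potassium depolarization with thallium stimulus after 20 min compound exposure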
Target sequence (P51787 whole entry, looked up): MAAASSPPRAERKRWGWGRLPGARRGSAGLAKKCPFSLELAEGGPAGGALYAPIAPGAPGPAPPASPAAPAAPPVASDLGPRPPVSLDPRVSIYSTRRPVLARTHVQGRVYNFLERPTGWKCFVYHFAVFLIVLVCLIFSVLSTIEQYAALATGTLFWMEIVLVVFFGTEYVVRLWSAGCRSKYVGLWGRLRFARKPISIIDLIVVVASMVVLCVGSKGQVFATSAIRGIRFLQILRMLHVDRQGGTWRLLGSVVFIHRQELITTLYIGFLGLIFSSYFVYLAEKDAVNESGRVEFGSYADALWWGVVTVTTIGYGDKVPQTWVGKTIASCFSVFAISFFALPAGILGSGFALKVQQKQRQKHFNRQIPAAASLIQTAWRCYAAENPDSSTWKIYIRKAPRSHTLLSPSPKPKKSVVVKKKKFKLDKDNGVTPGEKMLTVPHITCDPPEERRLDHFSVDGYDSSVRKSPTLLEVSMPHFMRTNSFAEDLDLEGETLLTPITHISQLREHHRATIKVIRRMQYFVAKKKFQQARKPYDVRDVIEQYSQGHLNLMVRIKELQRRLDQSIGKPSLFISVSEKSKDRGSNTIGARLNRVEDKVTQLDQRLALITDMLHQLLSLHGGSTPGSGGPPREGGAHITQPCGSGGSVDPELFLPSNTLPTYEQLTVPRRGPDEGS
GSK3 alpha inh = blockers of GSK3A enzyme activity – biochemical, luminescence, cell-free homogeneous, HTS, primary screen. Glycogen synthase kinase-3 alpha (Homo sapiens), P49840. GSK-3 alpha kinase, ADP-Glo luminescence, 60 min. inhibition, % at 10 µM. 320,000 compounds, 0.1% hits;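 in the data active means inhibition above about 50%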;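 further: GST-tagged GSK-3 alpha with peptide substrate and 25 µM ATP; 0% = DMSO neutral wells and 100% = GW8510 positive control wells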
HDAC3 inhib = HDAC3 deacetylase inhibitors, primary screen, biochemical, fluorescence, cell-free homogeneous. inhibition, % at 8.3 µM. AID 2718, 2010. 320,000 compounds, 0.15% hits. Histone deacetylase 3 (Homo sapiens), O15379. recombinant HDAC3, fluorogenic peptide/trypsin coupled; in the data active means inhibition above about 26%, passing the limit was not always enough; inconclusive means no clear call, values can overlap the other calls
Target sequence (O15379 whole entry, looked up): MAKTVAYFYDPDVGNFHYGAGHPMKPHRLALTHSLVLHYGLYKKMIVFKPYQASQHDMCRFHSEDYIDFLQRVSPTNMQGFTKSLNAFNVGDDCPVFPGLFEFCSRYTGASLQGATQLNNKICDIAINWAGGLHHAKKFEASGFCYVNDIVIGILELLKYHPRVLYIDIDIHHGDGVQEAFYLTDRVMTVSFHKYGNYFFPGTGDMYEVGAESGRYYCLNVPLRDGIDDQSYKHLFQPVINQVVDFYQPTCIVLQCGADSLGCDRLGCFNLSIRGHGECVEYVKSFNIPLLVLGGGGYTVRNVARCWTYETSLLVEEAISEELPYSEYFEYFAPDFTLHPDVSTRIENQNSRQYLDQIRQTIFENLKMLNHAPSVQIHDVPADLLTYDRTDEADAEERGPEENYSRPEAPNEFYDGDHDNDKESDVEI
DYRK1A inh = rat Dyrk1A kinase inhibitors, primary screen, biochemical, single point, plate reader; 310,000 compounds, 0.43% hits; ADP-Glo luminescence, NFATc1 peptide; inhibition, % at 12.5 µM; in the data active means inhibition above about 50%;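 further: plate controls were vehicle with enzyme for no effect and no enzyme for full effect; many of its hits are not listed in these tables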
RGS4 act = RGS4 potentiators or activators, primary screen, cell-based, HEK293 M3R inducible RGS4, calcium flux; B-score at 10 µM; carbachol calcium flux Fluo4; stronger effect = lower value; 310,000 compounds, 0.92% hits;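 active means B-score of the integrated calcium signal more than 4 SD below the library mean, with starting fluorescence not abnormally high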;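 further: negative B-score means reduced calcium response which marks RGS4 activation or potentiation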
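Detection: kinetic calcium fluorescence imaging with Fluo4-AM dye, 2 µM / Material: HEK293 cells with stable M3R and inducible RGS4 / Schedule: recording 10 s baseline at 1 Hz, 100 s post-agonist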
KCNQ1 pot = potentiators or activators of KCNQ1 channel, primary screen, cell-based, thallium flux, high-throughput; Potassium voltage-gated channel subfamily KQT member 1 (Homo sapiens), P51787; B-score at 10 µM; 310,000 compounds, 0.35% hits; CHO-K1 KCNQ1, thallium flux FluxOR fluorescence; stronger effect = higher value;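 active means fluorescence ratio B-score, a plate-corrected score, at least three library SD, with initial intensity B-score within 5 SD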
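assay system = CHO-K1 cells stably expressing KCNQ1 | medium = assay buffer, equal DMSO in all wells | timing = 37 °C overnight plating, 90-min dark dye load, 20-min compound pretreatment | measured by = kinetic FluxOR thallium fluorescence, 10-s 1-Hz baseline, 110-s post-stimulus read | measure = fluorescence change relative to baseline, converted to B score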
Starred values were filed as active, the others as inactive; i = inactive; ? = inconclusive; . = not tested or not shown.

SMILES	PolyA inhibitor	KCNK3 inh	hERG protect	KCNK9 inh	GSK3beta inhib	KCNQ1 block	GSK3 alpha inh	HDAC3 inhib	DYRK1A inh	RGS4 act	KCNQ1 pot
CCn1ncc(CN2CCCC(C(=O)Nc3cccc(-c4cc5ccccc5[nH]4)c3)C2)c1C (centres undefined)	i	i	-15	i	-4	i	1	-2	0	i	i
CC[C@@H](C)C(C(=O)N1CCN(C(=O)OC(C)(C)C)CC1)n1cc(-c2cn([C@@H](C)C(=O)N3CCN(C(=O)OC(C)(C)C)CC3)nn2)nn1 (some centres undefined)	i	i	-9	i	2	i	-1	5	-2	i	i
COc1ccc(F)c(CN(C)CC2CCCN(CCc3ccc(F)cc3)C2)c1 (centres undefined)	i	i	-6	i	2	i	-4	15	12	i	i
NC(=O)COC(=O)c1cccnc1Nc1ccccc1F	i	i	-9	i	1	i	-2	1	0	i	i
CCn1ncc(/C=N\NC(=O)c2cc(-c3ccc(C)cc3C)nc3ccccc23)c1C	i	i	-8	i	-5	i	0	3	25	i	i
COC(/C=C/Nc1ccc(C)cc1)=C(C#N)C#N	i	i	-2	i	1	i	-3	2	.	i	i
C=C1CCN([C@@H](Cc2ccccc2)C(=O)O)S(=O)(=O)c2ccccc21	i	i	3	i	0	i	0	2	48	i	i
COc1ccc(CC(NC(C)=O)C(=O)NC2CCN(c3nnnn3-c3ccccc3)CC2)cc1OC (centres undefined)	i	.	-12	i	-2	i	-2	0	.	i	i
O=C1SC(Cc2ccccc2)C(=O)N1c1ccccc1 (centres undefined)	i	i	-10	i	-2	i	6	-5	.	i	i
COc1cccc(CNC(=O)C2CCN(S(=O)(=O)N3CCCC3)CC2)c1	i	i	-3	i	0	i	-1	-3	-7	i	i
COc1ccccc1CNC(=O)C(C)Sc1ccsc1[N+](=O)[O-] (centres undefined)	i	i	-4	i	-1	i	-1	0	-3	i	i
O=S(=O)(Nc1nccs1)c1ccc(Nc2nnc(-c3ccccc3)c3ccccc23)cc1	i	i	-9	i	2	i	-2	0	0	i	i
O=C1CN(C(=O)COC(=O)CNC(=O)c2ccc(Br)o2)c2ccccc2N1	i	i	-10	i	2	i	0	-2	-2	i	i
COc1ccc(-c2c(-c3ccc(OCC(=O)NN)cc3O)n[nH]c2C)cc1OC	i	i	-10	i	4	i	-5	-1	1	i	i
CCN(C(=O)CSc1nnnn1-c1ccccc1)c1c(N)n(Cc2ccccc2)c(=O)[nH]c1=O	i	i	-2	i	2	i	.	.	0	i	i
C=CCn1c(SCC(=O)Nc2c(C)n(C)n(-c3ccccc3)c2=O)nc2scc(-c3ccccc3)c2c1=O	i	i	-11	i	1	i	.	8	4	i	i
CN(C)S(=O)(=O)c1ccc(C(=O)NNc2nc(-c3ccccc3)c3cc(Br)ccc3n2)cc1	i	i	-10	i	0	i	-1	-2	-4	i	i
O=C1C[C@H]2[C@H](CO)[C@@H](OC(=O)c3ccc(-c4ccccc4)cc3)C[C@H]2O1	i	i	-5	i	-3	i	-1	10	0	i	i
CCc1ccc(-c2nc(CN3CCC(C(=O)NCc4ccc(F)cc4)CC3)c(C)o2)cc1	i	i	-18	i	2	i	.	-9	2	i	i
CC(C)C[C@H](NC(=O)c1nc[nH]c1C(=O)NCCCCCNC(=O)OC(C)(C)C)C(=O)OCc1ccccc1	i	i	-12	i	3	i	-1	?	14	i	i
CC(C)Cn1c(N)c(C(=O)NCC2CCCO2)c2nc3ccccc3nc21 (centres undefined)	i	i	-11	i	2	i	0	-69	26	i	i
COc1ccc(C2CC(c3ccc(OC)cc3OC(C)=O)=NN2C(=O)c2ccccc2)cc1 (centres undefined)	i	i	-6	i	-1	i	-1	-1	3	i	i
Cc1ccsc1C(=O)OCC(=O)Nc1c(Cl)cccc1C(F)(F)F	i	i	-10	i	2	i	-1	-1	2	i	i
O=C(Nc1cccc(-c2cccc(Cl)c2)c1)C1CCN(Cc2ccon2)CC1	i	i	-18	i	3	i	0	10	18	i	i
COc1ccc(C(=O)c2sc(Nc3ccccc3F)nc2N)cc1	i	i	-10	i	-19	i	56*	7	61*	i	i
COc1ccc(C(=O)CC(=O)C(=O)Nc2ccccc2Cl)cc1	i	i	13*	i	1	i	-2	2	-1	i	i
O=C(Nc1ccccc1F)c1cc(-c2ccco2)nc2ccccc12	i	i	-2	i	5	i	-5	-10	-5	i	i
CCOc1ccc(C2NC(=O)C(C#N)=C(S)N2c2ccc(C)cc2)cc1OC (centres undefined)	i	i	-2	i	-5	i	-2	9	-3	i	i
N/C(=N\OC(=O)Cc1ccccc1)c1ccccc1Cl	i	i	-6	i	2	i	.	2	0	i	i
O=C(NCc1ccccn1)c1ccc(CS(=O)(=O)Cc2ccc(Cl)cc2)o1	i	i	-4	i	4	i	-5	-2	-12	i	i
Cc1ccccc1S(=O)(=O)Oc1ccc2ccc(O)cc2c1	i	-10*	-24	i	2	i	-1	2	.	-8.9*	i
N/C(=N\OC(=O)Cc1ccc(Cl)cc1)c1ccccn1	i	i	-5	i	-18	i	-2	0	-5	i	i
O=C(Nc1nnc(SCCC2OCCO2)s1)C1CC(=O)N(c2ccc(F)cc2)C1 (centres undefined)	i	i	-6	i	0	i	-1	1	20	i	i
CCOC(=O)C1CCCN(C(=O)c2ccco2)C1 (centres undefined)	i	i	-5	i	-1	i	-1	-6	2	i	i
COc1ccc(-n2ncc3c(Nc4cccc(C)c4)ncnc32)cc1	i	i	-6	i	-5	i	-4	-1	0	i	i
COc1ccc(S(=O)(=O)Nc2ccc3c(c2)OCO3)cc1C(=O)O	i	i	0	i	3	i	-1	-4	-3	i	i
COc1ccc(N2CC(O)=C(c3nc(-c4ccc(F)cc4)cs3)C2=N)cc1OC	i	i	-9	i	3	i	1	4	6	i	i
Cc1ccc(/C=C/C2=NN(Cc3ccccc3Cl)C(=O)CC2)cc1	i	i	-6	i	-2	11*	.	.	3	i	i
O=C(Nc1ccc2c(c1)OCCO2)c1ccc(Cl)c(S(=O)(=O)N2CCCCC2)c1	i	i	-4	i	-3	i	-2	1	-13	i	i
COC(=O)C1CCN(C(=O)COC(=O)COc2ccc(C#N)cc2)CC1	i	i	-3	i	1	i	0	5	.	i	i
COc1ccc(NC(=O)CS(=O)(=O)Cc2nc(-c3ccc(C)cc3)oc2C)cc1	i	i	-5	i	2	i	2	-2	-1	i	i
CCOc1ccc(NC(=O)CN(C)C(=O)CN2C(=O)NC3(CCCC3)C2=O)cc1OCC	i	i	-13	i	-3	i	0	4	8	i	i
Cc1ccc(CNC(=O)Nc2cccc(C)c2)cc1	i	i	-5	i	1	i	-1	7	-7	i	i
CCCN(C(=O)CCCSc1nc2ccccc2[nH]1)c1c(N)n(Cc2ccccc2)c(=O)[nH]c1=O	i	i	-7	i	-1	i	4	0	4	i	i
S=C(Nc1ccc(Cl)cc1Cl)NC1CCN(Cc2ccccc2)CC1	i	i	-4	i	-3	i	-1	-1	-4	i	i
CCOC(=O)c1c(NC(=O)c2ccno2)c2cc([N+](=O)[O-])ccc2n1C	i	i	-2	i	-3	i	1	6	4	i	i
Nn1c(Cc2cccc3ccccc23)n[nH]c1=S	.	i	-15	i	3	i	-1	1	-36	i	i
C/C(=N\OC(=O)c1ccccc1)c1cc(-c2ccc(Cl)cc2)no1	i	i	-9	i	-3	i	-4	-1	-8	i	i
C/C(Cc1ccccc1)=N\NC(=O)CNC(=O)c1cccc(Br)c1	i	i	-4	i	0	i	2	-5	0	i	i
CC[n+]1ccccc1/C=C/c1ccc(N(C)C)cc1	i	i	-33	i	-2	8*	.	.	0	i	i
O=C(Nc1ccc2c(c1)CCC2)C1CCN(c2ncccn2)CC1	i	i	-21	i	1	i	-2	-2	-9	i	i
CSc1ccc(NS(=O)(=O)c2ccc(-n3cnnn3)cc2)cc1	i	i	-10	i	-1	i	-1	.	0	i	i
C=CCN(CC=C)C(=O)C(=O)c1ccn(-c2c(C)csc2C(=O)OC)c1	i	i	-12	i	1	i	-2	13	-3	i	i
CCN1CCCC1CNC(=O)c1cc2ccc(OC)cc2[nH]1 (centres undefined)	i	i	-13	i	-1	i	1	-7	22	i	i
O=C(NCc1ccccc1)c1csc(-c2cccnc2)n1	i	i	-5	i	-11	i	11	0	-7	i	i
CC(=O)Oc1ccccc1C1C[C@]2(C)CC(=O)NC2N1C(C)=O (some centres undefined)	i	i	-8	i	4	i	-3	-4	1	i	i
Cc1c(N2C(=O)CS/C2=N\N=C\c2ccccc2O)c(=O)n(-c2ccccc2)n1C	i	i	-8	i	-2	i	0	1	1	i	i
N#CCc1nc(C(c2ccccc2)c2ccccc2)no1	i	i	-10	i	.	i	-1	0	-3	i	i
NNC(=O)c1[nH]c2ccccc2c1-c1ccccc1	i	i	-3	i	-2	i	-2	6	-5	i	i
O=S(=O)(c1cnccc1N1CCN(/N=C/c2ccc(Br)cc2)CC1)N1CCCCC1	i	i	-9	i	4	i	1	0	0	i	i
Cc1cccc(C(=O)NNS(=O)(=O)c2ccc(F)cc2)c1	i	i	-3	i	1	i	-2	3	8	i	i

Source: PubChem

This is a subset (hit frequency here may not be typical).
